# Bioassay records from PubChem.
# SW480 rereplic = DNA re-replication induction in SW480 cells; Potency, µM (titrated, usually from 46.1 µM), inactives show at the top dose re-replication activation, hits mostly activators; 340,000 compounds, 1.8% hits; SW480 DNA re-replication, Hoechst DNA content imaging, 48 h; also: potency is read from the fitted curve at half-maximal effect; % of control where 0% means no effect; nearly all actives have a fitted effect of over 55% in size
#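 DNA re-replication was detected as more nuclei of elevated Hoechst intensity after 48 hr exposure to compound (23 nL pinned per well of 250 cells).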
# IL-1B inflam inh = blocks inflammasome-driven IL-1 beta release; activity change, % at 57.5 µM; THP-1 LPS/ATP IL-1B secretion, AlphaLISA, 16 h; stronger effect = lower value; 360,000 compounds, 4.7% hits; AID 743279; in the data active = activity change below about -50%; inconclusive = mostly about -30% to -49%; also: % is scaled to controls: 0 for no effect and ±100 for the full control effect
#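 Secreted IL-1B measured by AlphaLISA bead assay after 16 h compound exposure of THP-1 cells; compounds (final up to 57.5 uM) added 1 h before LPS (250 ng/mL) and ATP (1.25 mM) stimulation; lower signal means less secretion.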
# HT1080 IDH1KD tx = toxicity to HT-1080 IDH1 knockdown cells (counter line). 360,000 compounds, 2% hits. AID 686971. Potency, µM (series often up to 46.1 µM), for the others: at the top dose activity, negative = toxicity, actives largely listed as cytotoxic. HT-1080 IDH1 knockdown viability, ATP luminescence, 48 h;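 also: potency is read from the fitted curve at half-maximal effect; 0% = DMSO wells and -100% = cell-free medium wells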
#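 % activity derives from luminescence (CellTiter-Glo), normalised to DMSO and no-cell wells. HT-1080-IDH1KD cells, 750/well, had 48 h compound exposure at 37 °C.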
# ATXN2 expr inh = ATXN2 expression inhibition; HEK-293 ATXN2-luciferase reporter, luminescence, 24 h; Potency, µM (series often up to 57 µM), without a hit: at the top dose activity change, negative = inhibition, actives largely listed as inhibitors; 360,000 compounds, 0.72% hits; also: potency is read from the fitted curve at half-maximal effect; % is scaled to controls: 0 for no effect and ±100 for the full control effect; nearly all actives have a fitted effect of over 55% in size
#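 ATXN2-luciferase reporter cells (luciferase flanked by upstream and downstream ATXN2 gene portions) were treated 24 h at 37 °C with compounds at up to 57 uM. SteadyGlo luminescence gave expression; GF-AFC fluorescence gave viability.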
# ATXN viability = cell viability loss in ATXN counter-screen; S2 cells (HEK-293 line with an ATXN2-luciferase reporter) viability, CellTiter-Fluor protease fluorescence, 24 h; 400,000 compounds, 0.49% hits; Potency, µM (titrated, usually from 56.7 µM), usual class: cytotoxic; AID 651635; also: potency is read from the fitted curve at half-maximal effect; nearly all actives have a fitted effect of over 40% in size
# KB-V1 MDR tox = kills drug-selected multidrug resistant KB-V1 cells; KB-V1 MDR cells viability, CellTiter-Glo, 72 h; Potency, µM (top dose mostly 46.1 µM), for the others: top-dose activity change, negative = cytotoxicity, actives largely listed as cytotoxic; 400,000 compounds, 3.4% hits; also: potency is read from the fitted curve at half-maximal effect; % is scaled to controls: 0 for no effect and ±100 for the full control effect; nearly all actives have a fitted effect of over 60% in size
#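 qHTS viability screen in drug-selected KB-V1 MDR cells: 72 h compound treatment at 37 degrees C, ATP luminescence end point.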
# HT1080NT lethal = kills 2HG-producing HT-1080-NT fibrosarcoma cells; AID 686970; HT-1080-NT fibrosarcoma viability, CellTiter-Glo ATP luminescence, 48 h; 360,000 compounds, 1.6% hits; Potency, µM (titrated, usually from 46.1 µM), for inactives: at the top dose activity, negative = less viability, most hits filed as cytotoxic;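 also: NT is the 2HG producing partner of a matched IDH1 knockdown line; potency is read from the fitted curve at half-maximal effect; 0% = DMSO-treated cells and -100% = media-only wells without cells; nearly all actives have a fitted effect of over 55% in size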
#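 A 48-hour cytotoxicity screen used HT-1080-NT cells plated 2 hours before compound delivery. ATP-based CellTiter-Glo luminescence measured viability, normalized to DMSO and no-cell controls.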
# KB-3-1 cytotox = KB-3-1 parental cell cytotoxicity; KB-3-1 viability, CellTiter-Glo ATP luminescence, 72 h; Potency, µM (highest dose often 46.1 µM), for inactives: top-dose activity change, negative = cytotoxic, most hits filed as cytotoxic; 400,000 compounds, 1.4% hits; AID 1347075; also: potency is read from the fitted curve at half-maximal effect; % is scaled to controls: 0 for no effect and ±100 for the full control effect; nearly all actives have a fitted effect of over 60% in size
#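 Cells are dispensed, compounds pinned in, plates held at 37 °C for 72 h, then CellTiter-Glo is added and luminescence read after 10 minutes. Cell line: parental KB-3-1 in phenol-red-free DMEM, 10% FBS.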
# MCF10A rerep = DNA re-replication induction in MCF 10a cells | Potency, µM (titrated, usually from 46.1 µM), inactives show top-dose activity, positive = re-replication, most hits filed as activators | MCF 10A DNA re-replication, Hoechst nuclear intensity, 48 h | 350,000 compounds, 2.9% hits; also: potency is read from the fitted curve at half-maximal effect; % of control where 0% means no effect; nearly all actives have a fitted effect of over 50% in size
# An asterisk follows results filed as active; i = inactive; ? = inconclusive; nt = not tested or not shown; & = joins results of further samples; [ ] = remark or other dose. Unless noted, calls follow the shape of the dose curve; as a rule, active = well fitted curve in the direction sought with a large enough effect; inconclusive = small, poorly fitted or top-dose-only effect, or another doubt; inactive = no such curve, though single readings can be large; an effect the other way counts as inactive or inconclusive.
SMILES,SW480 rereplic,IL-1B inflam inh,HT1080 IDH1KD tx,ATXN2 expr inh,ATXN viability,KB-V1 MDR tox,HT1080NT lethal,KB-3-1 cytotox,MCF10A rerep
COc1ccc(Nc2cc(C)nc(N3CCN(C(=O)c4ccc5c(c4)OCO5)CC3)n2)cc1,-8%,-12,-14%,-14%,?,14%,0%,6%,-1%
COc1ccccc1S(=O)(=O)N[C@@H]1CC[C@@H](CCn2cc(C3CC3)nn2)O[C@@H]1CO,nt,21,13%,nt,nt,9%,23%,3%,nt
CC1CCN(S(=O)(=O)c2nnc(NC(=O)c3cccc([N+](=O)[O-])c3)s2)CC1,-10%,?,-2%,-15%,i,0%,0%,-12%,?
NC(=O)c1ccccc1OCC(=O)c1ccc(Cl)cc1,25%,-57*,-1%,-2%,i,-8%,-1%,?,-14%
CCOC(=O)C1(CCOc2ccccc2)CCN(Cc2ccc3c(c2)OCCO3)CC1,?,-88*,?,0%,i,-29%,18µM*,-20%,?
Cc1ccc(C(=O)COC(=O)c2cnccn2)cc1,-6%,25,12%,-2%,i,-2%,13%,-5%,10%
COc1ccc(CCNCC(=O)Nc2ccc(OC(F)(F)F)cc2)cc1OC,10%,-21,3%,-20%,i,-10%,-4%,-5%,23µM*
O=C1Nc2ccccc2C1(O)c1ccccc1 (stereo unspecified),-90%[inhibitor],-6,2%,nt,i,-6%,-8%,-1%,-4%
CCOC(=O)CSc1nc2ccccc2n1CC(=O)N1CCN(c2ccccc2)CC1,-2%,0,-11%,-2%,i,7.3µM*,7%,3%,-4%
Cc1ccc(NC(=S)N2CCCCC2)cc1C,3%,0,14%,16%,i,4%,18%,0%,?
NS(=O)(=O)c1ccc(CNC(=O)/C=C/c2ccco2)cc1,-4%,51,0%,nt,nt,-5%,14%,6%,-3%
CC(C)OC(=O)c1c(NC(=O)COc2cccc(Br)c2)sc2c1CCCC2,nt,nt,nt,1%,i,0%,nt,-4%,nt
C[C@@H]1CN([C@@H](C)CO)C(=O)CCCn2nncc2CO[C@H]1CN(C)Cc1ccc(Cl)c(Cl)c1,nt,-4,7%,-20%,?,-6%,11%,1%,nt
Cc1ccc2[nH]c(=O)c(CN(C)S(=O)(=O)c3cccc4nonc34)cc2c1,-21%,-19,10%,2%,i,18%,0%,-5%,3%
CC(C)(C)OC(=O)N1CCC(NC(=O)c2nc[nH]c2C(=O)NC2CCN(C(=O)OC(C)(C)C)CC2)CC1,31%,-12,-4%,-13%,i,?,3%,0%,?
CCOC(=O)c1[nH]c2c(c1C)C(=O)CC(c1ccc(OCC)c(OC)c1)C2 (stereo unspecified),1%,-27,?,-4%,i,?,?,6%,19%
CCOc1ncnc2c1[nH]c1ccccc12,-11%,?,-17%,-6%,i,17%,-21%,-3%,14%
O=C(COc1ccc(F)cc1)Nc1nc(-c2ccccn2)cs1,?,21,?,?,?,5.8µM*,-20%,?,15%
COc1cccc(-c2nc(NCc3cccnc3)c3ccccc3n2)c1O,3%,34,-25%,-20%,i,-17%,-11%,0%,?
CCc1ccc(-n2nnnc2SCC(=O)NNC(=O)c2ccco2)cc1,-3%,20,-17%,5%,i,-2%,4%,-1%,2%
Cn1c(/C=C/c2ccc(Cl)cc2Cl)c([N+](=O)[O-])c(=O)n(C)c1=O,9.2µM*,-4,-18%,?,?,?,-19%,7.3µM*,2.9µM*
CCN(C(=O)Cn1c(=O)oc2cc(S(=O)(=O)N3CCCCC3)ccc21)c1ccccc1,nt,nt,nt,1%,i,-5%,nt,?,nt
COc1ccc2c(c1)S(=O)(=O)c1ccccc1N2,-6%,-2,-11%,3%,i,18%,8%,-1%,-1%
Cc1ccc(C)c(Nc2nc(-c3cccnc3)cs2)c1,-7%,-81*,-9%,34%,i,-12%,-2%,-2%,15%
COc1ccc(Cl)cc1NC(=O)c1ccc2nc(Cc3ccccc3)oc2c1,nt,nt,nt,-30%,i,11%,nt,-11%,nt
# (cont.)
SMILES,SW480 rereplic,IL-1B inflam inh,HT1080 IDH1KD tx,ATXN2 expr inh,ATXN viability,KB-V1 MDR tox,HT1080NT lethal,KB-3-1 cytotox,MCF10A rerep
O=c1c2cc3c(cc2nc2sc(Nc4ccccc4)nn12)OCO3,nt,nt,nt,56%[activator],i,-3%,nt,3%,nt
CCCn1c(N)c(N(CCOC)C(=O)c2ccc(N(C)S(=O)(=O)c3ccc(C)cc3)cc2)c(=O)[nH]c1=O,26%,10,2%,-25%,i,0%,2%,?,0%
CCN(CC(=O)Nc1cc(Cl)ccc1C)C(=O)CN1C(=O)NC(CC)(c2ccccc2)C1=O (stereo unspecified),-80%[inhibitor],18,5%,3%,i,4%,0%,-4%,-11%
O=C(COC(=O)/C=C/c1cccc(C(F)(F)F)c1)NCc1ccc(F)cc1,-26%,6,29%,-8%,i,17%,?,5%,12%
CC1CCCC(C)N1C(=O)c1cc(-c2ccc3c(c2)OCO3)on1 (stereo unspecified),?,-8,-26%,70%[activator],i,-7%,-1%,-7%,9%
COc1ccccc1CNC(=O)CSc1cc(=O)n(C)c2ccccc12,-4%,-18,17%,?,i,?,13%,-15%&12%,2%
O=C(CNS(=O)(=O)c1ccc(Br)s1)NC1CCCc2ccccc21 (stereo unspecified),-2%&1%,3,5%,nt,i,1%,-6%,-1%,?
Cc1ccc(NC(=O)c2cc3ccccn3n2)cc1F,nt,nt,nt,66%[activator],i,-1%,nt,-12%,nt
O=C(Cc1ccc(Cl)c(Cl)c1)Nc1cccc2ncccc12,-1%,19,-16%,-14%,i,?,-16%,-5%,-1%
O=C(N/N=C/C(Br)=C/c1ccccc1)C(O)c1ccccc1 (stereo unspecified),21%,-20,-15%,43%[activator],i,?,?,?,4%
O=C(Nc1ccc2c(c1)CCC2)c1cc2ccccc2o1,0%,-23,-2%,107%[activator],i,-11%,-4%,?,22%
CC(=O)c1ccc(N2CCN(S(=O)(=O)c3cc(-c4cc(C)no4)ccc3C(C)C)CC2)cc1,-3%,-13,-17%,4%,i,-12%,5%,?,?
O=C(N[C@H](CO)Cc1ccccc1)[C@H]1O[C@@H](n2ccc(=O)[nH]c2=O)[C@H](O)[C@@H]1O,nt,-21,3%,3%,i,19%,23%,0%,nt
COCCCNC(=O)CC1C[C@H](C(=O)N2CCCCC2)[C@@]2(CCc3ccccc3)c3[nH]c4ccccc4c3CCN2C1=O (stereo partly specified),1%,-2,10%,-2%,i,-8%,-1%,7%,-12%
CN(C)c1cc[n+](CC(=O)Nc2c(Cl)cc(Cl)cc2Cl)cc1,-140%[inhibitor],-26,-27%,-11%,i,8%,-7%,8.2µM*,-2%
COc1cnc(SCc2ccc(Cl)c(Cl)c2)nc1Cl,-9%,-3,?,14%,i,5%,5%,9%,?
Cc1cc(C)cc(C(O)c2ncc(-c3ccc4ccccc4c3)[nH]2)c1 (stereo unspecified),nt,14,?,-32%,?,11%,-9%,0%,nt
CCCCN(C(=O)C1CC(=O)N(CCc2ccc(OC)c(OC)c2)C1)c1c(N)n(CC(C)C)c(=O)[nH]c1=O (stereo unspecified),-16%,-10,6%,6%,i,?,6%,2%,-3%
S=C(NCC1CCCO1)N1CCN(c2ccc(Cl)c(Cl)c2)CC1 (stereo unspecified),3%,-65*,?,-33%,?,7.3µM*,-18%,?,-11%
O=C(N[C@@H](Cc1ccccc1)C(=O)O)c1cccs1,0%,3,6%,3%,i,8%,10%,3%,-9%
Cn1c(SCC(=O)Nc2cccc(S(=O)(=O)NC3=NCCCCC3)c2)nnc1-c1ccncc1,-21%,-4,-7%,nt,i,2%,-3%,4%,8%
COc1cc(OC)cc(C(=O)NNC(=O)CCC(=O)c2cccs2)c1,-10%,i,24%,-13%,i,2%,6%,13%,-14%
COc1ccc(-c2nnn(CC(=O)NC(=O)NC3CCCCC3)n2)cc1OC,44%,14,-6%,-13%,i,-11%,1%,-9%,-3%
N=c1c2c3c(sc2ncn1Cc1ccco1)CCCCC3,?,?,-3%,13%,i,-12%,1%,1%,15%
C=CCNC(=O)C1CC(c2cccc(OC)c2)=NO1 (stereo unspecified),-1%,1,-5%,-1%,i,-20%,3%,-8%,1%
# Remaining list, next part:
SMILES,SW480 rereplic,IL-1B inflam inh,HT1080 IDH1KD tx,ATXN2 expr inh,ATXN viability,KB-V1 MDR tox,HT1080NT lethal,KB-3-1 cytotox,MCF10A rerep
COc1cccc(/C=C2\SC(=O)N(CCC(=O)NCCCn3ccnc3)C2=O)c1,6%,-8,7%,18%,i,0%,2%,6%,9%
CC[C@@]1(C(=O)OC)N[C@H](CN(C)C(=O)Nc2ccc(OC)cc2)[C@@H]2C(=O)N(C)C(=O)[C@@H]21,22%,24,-7%,1%,i,-1%,-3%,0%,0%
Cc1ccccc1Nc1c([N+](=O)[O-])ccc2c1=NC1(CCCCC1)N=2,-2%,1,19%,10%,i,?,8%,-1%,19%
C=CC[N+](C)(C)C/C(Cl)=C(\Cl)c1ccccc1,1%,38,2%,18%,i,1%,2%,-8%,-10%
COc1ccc(S(=O)(=O)NCc2ccc(C(=O)NCCCN3CCCC(C)C3)cc2)cc1 (stereo unspecified),-21%,-52*,3%,1%,i,21%,12%,12%,?
O=C(Nc1cc(S(=O)(=O)N2CCOCC2)ccc1N1CCOCC1)c1cccs1,-3%,-6,13%,6%,i,?,-6%,7%,10%
CN(CC(=O)Nc1ccc(Cl)c(C(F)(F)F)c1)C(=O)CCC(=O)c1ccccc1,-3%,-15,-16%,-5%,i,5%,2%,-3%,9%
Cc1ccc(C(=O)O/N=C2\CCS(=O)(=O)c3sccc32)cc1,-9%,13,6%,-1%,i,3%,14%,2%,-6%
CC1OC(Nc2cccc3ccccc23)C(O)C(O)C1O (stereo unspecified),-2%,37,-16%,3%,i,-3%,-12%,-15%,-4%
CCn1c2c(c(C)cc1=O)C(=O)CC(C)(C)C2,-4%,11,1%,0%,i,3%,7%,8%,-1%
O=C(NC(=S)Nc1ccccc1Br)c1ccco1,-5%,22,-1%,50%[activator],i,9%,-4%,2%,-19%
